Screening results (PubChem)
12-hLO inh = blocks human 12-lipoxygenase activity | AID 1452 | P18054 | purified 12-hLO, xylenol orange hydroperoxide absorbance | Potency, µM (titrated, usually from 57.1 µM), inactives show top-dose activity change, negative = inhibition, hits mostly inhibitors | 150,000 tested, 0.12% active; also: potency is read from the fitted curve at half-maximal effect; nearly all actives have a fitted effect of over 55% in size; many of its hits are not listed in these tables
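Lipoxygenase turnover measured by absorbance at 573 and 405 nm after Fe-XO development. Human 12hLO 150 nM, arachidonate 40 uM, pH 7.0 Hepes buffer with detergent; 15 min compound preincubation, 30 min reaction.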
PNC inhibitor = inhibitors of perinucleolar compartment assembly. PC3M PTB-GFP, PNC prevalence imaging, 16 h; active compounds read low. activity change (PNC), negative = inhibition, % at 10 µM. 140,000 tested, 3.1% active;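 active = readout at or below -70, meaning at least 70% loss of cells showing the perinucleolar compartment, a nuclear body marking cancer cells; inconclusive = readout between -30 and a set limit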;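 also: plate controls were DMSO wells for no effect and camptothecin positive control wells for full effect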
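Read-out is percentage of cells bearing a perinucleolar compartment, from automated 20x imaging of fixed, Hoechst-stained PC3M PTB-GFP cells. Cells were seeded 4 h, then exposed 16 h to compound (23 nl of library stock) in duplicate plates.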
15-hLO-2 inh = inhibitors of human 15-lipoxygenase 2 (ALOX15B); O15296; Potency, µM (series often up to 57.1 µM), without a hit: at the top dose activity change, negative = inhibition, hits mostly inhibitors; purified 15hLO-2, xylenol orange hydroperoxide absorbance; AID 881; 110,000 tested, 0.56% active; also: potency is read from the fitted curve at half-maximal effect; nearly all actives have a fitted effect of over 60% in size; many of its hits are not listed in these tables
Target sequence (O15296 whole entry, looked up): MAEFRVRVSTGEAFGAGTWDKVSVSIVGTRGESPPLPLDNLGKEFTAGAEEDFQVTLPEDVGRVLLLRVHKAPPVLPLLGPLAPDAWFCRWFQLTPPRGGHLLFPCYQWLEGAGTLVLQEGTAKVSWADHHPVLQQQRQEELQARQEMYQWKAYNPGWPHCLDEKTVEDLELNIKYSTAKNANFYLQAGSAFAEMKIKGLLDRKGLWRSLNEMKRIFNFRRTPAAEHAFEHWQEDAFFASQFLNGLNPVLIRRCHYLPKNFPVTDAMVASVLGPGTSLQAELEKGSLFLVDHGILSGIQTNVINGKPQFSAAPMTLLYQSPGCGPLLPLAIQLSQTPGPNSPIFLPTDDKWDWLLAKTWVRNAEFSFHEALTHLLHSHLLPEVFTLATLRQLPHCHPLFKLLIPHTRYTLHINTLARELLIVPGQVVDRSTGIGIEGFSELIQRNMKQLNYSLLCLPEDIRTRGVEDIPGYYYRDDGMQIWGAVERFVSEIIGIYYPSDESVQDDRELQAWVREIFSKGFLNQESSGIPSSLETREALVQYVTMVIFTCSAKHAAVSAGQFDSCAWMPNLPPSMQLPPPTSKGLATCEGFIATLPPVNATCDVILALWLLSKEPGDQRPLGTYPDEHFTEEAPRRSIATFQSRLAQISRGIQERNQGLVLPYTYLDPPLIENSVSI
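Screening format was qHTS against 50 nM purified 15hLO-2 in Hepes pH 7.5 with detergent. Activity follows hydroperoxide formation from 45 uM arachidonic acid, measured as 573:405 nm absorbance ratio of the ferric-xylenol orange complex.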
IMPase cell inh = IMPase inhibition in cells. P97697. CHO-M1 cells, IP1 accumulation, HTRF TR-FRET ratio. inhibition (IP1 accumulation), % at 46.1 µM. 120,000 tested, under 10 active. AID 901; active = well fitted curve in the direction sought with a large enough effect in the signal ratio, not every such curve was filed as active; inconclusive = small, poorly fitted or top-dose-only effect, or a change in a side signal; inactive = no such curve, though single readings can be large or run the other way; the % refers to the signal ratio;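 also: cells stimulated with carbachol in lithium chloride buffer; plate controls were DMSO basal wells for no effect and reference inhibitor wells for full effect; higher means more IMPase inhibition seen as more IP1 and lower FRET ratio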
Target sequence (P97697 whole entry, looked up): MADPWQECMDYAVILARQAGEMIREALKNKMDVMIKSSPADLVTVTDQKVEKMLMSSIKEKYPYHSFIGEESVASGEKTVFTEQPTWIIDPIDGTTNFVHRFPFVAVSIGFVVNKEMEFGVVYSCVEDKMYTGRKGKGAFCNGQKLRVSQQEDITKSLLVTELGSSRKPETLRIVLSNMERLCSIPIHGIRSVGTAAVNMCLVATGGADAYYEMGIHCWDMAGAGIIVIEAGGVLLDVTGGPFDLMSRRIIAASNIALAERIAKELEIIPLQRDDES
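Seeded CHO-M1 cells were dosed with compound at up to 46 uM, stimulated with carbachol for 30 min, then lysed in IP-One detection reagents. Higher IP1 lowers the TR-FRET signal.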
The depositor's hits bear a star; ? = inconclusive; · = no result given; & = joins results of further samples; [ ] = remark or other dose. Unless noted, calls follow the shape of the dose curve; as a rule, active = well fitted curve in the direction sought with a large enough effect; inconclusive = small, poorly fitted or top-dose-only effect, or another doubt; inactive = no such curve, though single readings can be large; an effect the other way counts as inactive or inconclusive. Unless noted, % is scaled to controls: 0 for no effect and ±100 for the full control effect. The list is partial. The share of hits here may be higher or lower than overall.

SMILES	12-hLO inh	PNC inhibitor	15-hLO-2 inh	IMPase cell inh
O=C(Nc1ccc2snnc2c1)N1CCSCC1	0%	?	7%	-2
COc1ccccc1N=c1oc2cc(O)ccc2cc1C(N)=O	-8%	?	-4%	5
CN(C)C(=O)c1ccc(NC(=O)c2cc(-n3cnnc3)ccc2Cl)cc1	-2%	9	·	·
COc1cccc2cc(NC(=O)C3CCCCC3)c(=O)oc12	-1%	6	-10%	-4
Cc1cc(C(=O)OCC(=O)Nc2ccc(F)c(F)c2)c(C)o1	4%	32	2%	1
O=C(Oc1ccccc1N1C(=O)C2CCCCC2C1=O)c1ccccc1F (stereo not given)	-6%	18	·	·
C=CCN1C(=O)C(C)(C)Nc2ccccc21	-2%	?	-7%	7
COc1ccc(NC(=O)c2cc(-c3ccccc3)nc3c2c(C)nn3-c2ccccc2)c(OC)c1	-2%	-89*	·	·
Cc1cc(F)ccc1NC(=O)c1ccc(NS(=O)(=O)c2cc(C(C)(C)C)ccc2C)cc1	2%	-16	·	·
COC(=O)c1ccc(Oc2c(C)oc3c(CN4CCN(C)CC4)c(O)ccc3c2=O)cc1	-7%	-26	25%	-3
COc1cc(C(=S)N2CCCCC2)ccc1OCC(=O)N1CCCC1	-2%	?	-11%	5
COc1ccccc1C(=O)N1c2ccccc2Sc2ccccc21	1%	-26	·	·
CCOC(=O)c1ccc(Oc2nc(SC)nc(N(C)C)n2)cc1	-5%	?	-7%	11
C/C(=N\NC(=O)c1csc2ccccc12)c1ccc(O)cc1	2%	?	-3%	3
CCCCn1c(SCC(=O)NCc2cccs2)nc2c1c(=O)n(C)c(=O)n2C	2%	25	0%	9
O=C(O)c1cc(S(=O)(=O)N2CCCCCC2)ccc1Cl	1%	10	5%	5
CNC(=O)[C@@]1(C)C=C[C@@H](Cc2ccccc2)N1C(C)=O	2%	·	1%	·
Cc1ccc(C2=CC(c3cccs3)n3nnnc3N2)cc1 (stereo not given)	?	2	-27%	3
CCOC(=O)C1=C(N)N(c2ccc(C)cc2)C2=C(C(=O)CCC2)C1c1cccs1 (stereo not given)	2%	?	·	·
Cc1cccc(C(=O)N2CCc3cc(-c4nc(NC(=O)Cn5nnc6ccccc6c5=O)sc4C)ccc32)c1	-6%	11	·	·
COc1cc(C(C(=O)NC2CCCCC2)N(Cc2cccs2)C(=O)Cc2c[nH]c3ccccc23)cc(OC)c1OC (stereo not given)	-9%	7	-21%	8
COC(=O)Nc1nc2c(s1)CCCC2	2%	15	4%[2.29 µM]	3
COc1ccc(OC)c(NC(=O)Cn2cccc2)c1	-3%	-3	14%	-5
CCc1nnc(NC(=O)C(C)C)s1	9%	-23	-2%	0
O=c1c(-c2ccccc2)nc2cnc(N3CCNCC3)nc2n1Cc1cccs1	4%	·	28%	·
COc1ccc(NC(=O)C2CCCN(S(=O)(=O)c3c(C)[nH]c(=O)[nH]c3=O)C2)cc1 (stereo not given)	-5%	-10	-2%	1&8
COc1ccc(C2C3=C(CCCC3=O)Nc3nc(SCc4ccccc4)nn32)cc1OC (stereo not given)	28%	-86*	6%[2.29 µM]	2
Cc1ccc(-c2nnn(CC(=O)Nc3ccc4nn(-c5ccccc5)nc4c3)n2)o1	-5%	16	-19%	-9
Cc1cccc(NC(=O)C(C)Oc2ccccc2C)n1 (stereo not given)	-3%	?	5%[2.29 µM]	11
O=C(O)C1[C@H]2C(=O)N(C3CCCC3)C[C@]23C=C[C@H]1O3 (stereo not given in full)	-1%	1	-4%	5
CCn1c(=O)cc(N2CCC3(CC2)OCCO3)[nH]c1=O	4%	49	-2%	-4
COc1ccc(C2C3=C(CC(C)(C)CC3=O)Oc3ncn(CCCn4ccnc4)c(=N)c32)cc1 (stereo not given)	-3%	29	61%[activator]	6
CC(C)C(=O)NC(Nc1cccc2cccnc12)C(Cl)(Cl)Cl (stereo not given)	-4%	34	-1%	3
O=C(Nc1nnc(-c2ccc(F)cc2)o1)c1cc(Cl)sc1Cl	-2%	11	·	·
O=C1OC(N2CCN(C/C=C/c3ccccc3)CC2)c2ccccc21 (stereo not given)	2%	-86*	-3%	?
Cn1c(=O)c2c(nc(CN3CCN(Cc4ccccc4)CC3)n2Cc2cccc(Cl)c2)n(C)c1=O	-8%	-16	17%	6
COc1cc(CCC(=O)Nc2cc(Cl)ccc2N2CCN(C)CC2)cc(OC)c1OC	5%	7	22%	8
CCOc1ccnc(OCC)c1Br	-2%	8	·	·
O=C(c1ccccc1Nc1ccc(SC(F)F)cc1)N1CCCCCC1	-7%	25	-5%	7
CC(Sc1nc2cc(Cl)ccc2s1)C(=O)Nc1ccc2c(c1)OCO2 (stereo not given)	-1%	?	·	-4
CSc1cccc(NC(=O)C2CCN(C(=O)c3ccccc3C)CC2)c1	-3%	-10	·	·
O=C1OC(N2CCN(c3ccccn3)CC2)c2ccccc21 (stereo not given)	-1%	7	3%	-3
COc1ccccc1NC(=O)c1nc[nH]c1C(=O)Nc1ccccc1OC	-9%	-15	-23%	1
CCOc1ccccc1N(C(=O)c1snc(C(N)=O)c1N)C(C(=O)NCCC(C)C)c1ccco1 (stereo not given)	-6%	-19	-11%	14
COc1ccc(CCNC(=O)c2ccc(CNS(=O)(=O)c3ccccc3)cc2)cc1OC	-4%	-20	·	·
CCN(CC)c1ccc(/C=C2\C(=O)c3ccc(C(=O)O)cc3C2=O)cc1	-3%	?	·	·
COCCNC(=O)c1onc(CSc2ccc(F)c(F)c2)c1C(=O)O	-2%	?	6%	5
CC12CC(NC(=O)N1c1cccc(C(=O)N3CCN(c4ccccn4)CC3)c1)c1ccccc1O2 (stereo not given)	1%	2	0%	-1
Cc1cc(NC(=O)c2c(Cl)c(C)nn2C)no1	-5%	-7	19%	2
CCOC(=O)C1=C(OCc2ccc(Cl)cc2)C2C=C(C)C=CC2N=C1 (stereo not given)	-7%	12	-7%	-2
O=c1oc2ccccc2cc1-c1nnc(NCc2ccco2)s1	-8%	-3	-18%	-27
CCCCCC(=O)N/N=C(\C)c1ccccn1	-3%	20	35%[activator]	-8
COc1ccc(S(=O)(=O)Nc2ccc(S(=O)(=O)N3CCOCC3)cc2)cc1C	-3%	28	-5%	0
COC(=O)CC1SC(=O)NC1=Nc1ccc(O)cc1 (stereo not given)	9%	31	-3%	3
COc1ccc(C(=O)N=c2nc3ccccn3s2)cc1	0%	19	-6%	1
COC(=O)c1nc2cc3c(cc2c(C)c1C(=O)OC)OCO3	-5%	?	12%	2
Cn1c(N)c(C(=O)COC(=O)c2ccc3c(c2)OCCO3)c(=O)n(C)c1=O	0%	-18	2%	2
CCN1CCC2(CC1)N=C(c1ccc(F)cc1)C(=S)N2C(=O)c1ccc(C)cc1	0%	54	·	11
CCCCN1C(=O)CC(C(=O)O)C1c1ccc(OC)cc1 (stereo not given)	3%	5	2%	-3
Cc1cccc(NC(=O)CSc2nc(-c3ccccc3)c(C#N)c(=O)[nH]2)c1C	-2%	32	-1%	?

Some of the entries above, reformatted.
| mol | 12-hLO inh | PNC inhibitor | 15-hLO-2 inh | IMPase cell inh |
| --- | --- | --- | --- | --- |
| Cn1c(N)c(C(=O)COC(=O)c2ccc3c(c2)OCCO3)c(=O)n(C)c1=O | 0% | -18 | 2% | 2 |
| CCN1CCC2(CC1)N=C(c1ccc(F)cc1)C(=S)N2C(=O)c1ccc(C)cc1 | 0% | 54 | · | 11 |
| CCCCN1C(=O)CC(C(=O)O)C1c1ccc(OC)cc1 (stereo not given) | 3% | 5 | 2% | -3 |

Going on with the list:
SMILES	12-hLO inh	PNC inhibitor	15-hLO-2 inh	IMPase cell inh
O=C(Cc1c(O)c2ccccc2[nH]c1=O)NCc1ccccc1F	-4%	?	5%	1
O=C(CSc1nc2ccccc2c(=O)[nH]1)Nc1ccc(S(=O)(=O)N2CCCC2)cc1	-8%	-1	-13%	1
O=S(=O)(N/N=C\c1cccnc1)c1ccccc1	-1%	-4	·	-1
O=C(N/N=C/c1ccc(Br)cc1)c1cc[n+](Cc2ccccc2)cc1	2%	-11	·	1
CC(=O)c1cccc(N(C(=O)Cn2nnc3ccccc32)C(C(=O)NC2CCCCC2)c2cn(C)nc2C)c1 (stereo not given)	1%	-25	-4%	-5
Cc1nnc2ccc(N3CCC4(CC3)OCCO4)nn12	2%	?	11%	-8
C/C(=C(\C#N)C(=O)NCc1ccccc1)N(C)C	-4%	?	-7%	-3
N#CC1(c2ccccc2)CCCN1C(=O)c1ccco1 (stereo not given)	-5%	-16	4%	3
Cc1ccc(S(=O)(=O)N2CCN(c3c([N+](=O)[O-])cc(C(F)(F)F)cc3[N+](=O)[O-])CC2)cc1	0%	-1	·	·
Cc1ccccc1/C=N\NC(=O)c1ccc(Cn2cccn2)o1	1%	4	·	·
N=C1C(c2nc3ccccc3[nH]2)=C(O)CN1c1ccccc1	0%	11	39%[activator]	-3
COc1ccc(Nc2nc(NC(C)(C)C)nc(N3CCCC3)n2)c(OC)c1	-15%	6	21%	8
CC(C)N=C(NS(=O)(=O)c1ccccc1)C(Cl)(Cl)Cl	-3%	27	·	·
O=c1c2cc3c(=O)n(CC4CCCO4)c(=O)c3cc2c(=O)n1CC1CCCO1 (stereo not given)	2%	-12	-6%	-1
O=C(CSCc1ccc(F)cc1)N1CCOCC1	9%	-17	18%	-2
CC(=O)Nc1ccc(Oc2nc(C)cc(C)n2)cc1	0%	?	2%	2
Cc1cccc(-c2nc3ccccc3c(=O)n2NC(=S)N(C)C)c1	-8%	62	·	?
CC(Sc1nnc2ccccn12)C(=O)Nc1ncc(Cl)cc1Cl (stereo not given)	4%	?	9%	3
CC(=O)c1cccc(NC(=O)c2ccc(Br)o2)c1	-3%	28	?	-6
O=S(=O)(c1ccccc1)c1nc(-c2cccs2)oc1NCC1CCCO1 (stereo not given)	9%	?	-8%	-4
COc1cccc(/C=N/NC(=O)C(C)n2nnc3ccccc32)c1 (stereo not given)	2%	4	·	·
CCC/S(C)=N/S(=O)(=O)c1ccc(C)cc1 (stereo not given)	-4%	?	·	·
COc1cc(OC)c2cc[nH]c2c1	-5%	-3	·	·
O=C(COc1ccccc1)N1CCN(c2ccc([N+](=O)[O-])c(N3CCCCC3)c2)CC1	-12%	22	-20%	4
CCOC(=O)c1[nH]c(C)c(C(=O)N2CCN(c3ccc(F)cc3)CC2)c1C	0%	-28	-10%	-11
CN(C(=O)n1cnc2ccccc21)c1ccccc1	-3%	-1	·	·
Cc1c(C(=O)NN2CCN(C)CC2)cccc1[N+](=O)[O-]	-2%	31	-9%	2
CN(Cc1ccccc1)C(=S)NC(=O)c1ccc(-c2ccccc2)cc1	4%	?	·	3
O=C(CCn1nc(-c2ccc(Cl)cc2)ccc1=O)NCc1ccccn1	4%	2	15%	4
CN(C)c1ccc(NC(=O)CN2CCN(S(=O)(=O)c3cc(Cl)ccc3Cl)CC2)cc1	3%	31	-6%	8
COc1cc(C(=O)N(Cc2cccnc2)Cc2cc3cc4c(cc3[nH]c2=O)OCCO4)cc(OC)c1OC	1%	?	5%	2
Cc1cc(Nc2ccccc2)n(CCC#N)n1	6%	-16	-1%	-3
COc1cc(OC)c(C(=O)Nc2cccc(C(C)=O)c2)cc1OC	-3%	-3	0%	-8

7 entries already listed, ordered by count of non-hydrogen atoms, descending.
SMILES	12-hLO inh	PNC inhibitor	15-hLO-2 inh	IMPase cell inh
O=C(COc1ccccc1)N1CCN(c2ccc([N+](=O)[O-])c(N3CCCCC3)c2)CC1	-12%	22	-20%	4
CCOC(=O)c1[nH]c(C)c(C(=O)N2CCN(c3ccc(F)cc3)CC2)c1C	0%	-28	-10%	-11
O=C(CCn1nc(-c2ccc(Cl)cc2)ccc1=O)NCc1ccccn1	4%	2	15%	4
Cc1cccc(-c2nc3ccccc3c(=O)n2NC(=S)N(C)C)c1	-8%	62	·	?
CC(Sc1nnc2ccccn12)C(=O)Nc1ncc(Cl)cc1Cl (stereo not given)	4%	?	9%	3
Cc1c(C(=O)NN2CCN(C)CC2)cccc1[N+](=O)[O-]	-2%	31	-9%	2
CN(C(=O)n1cnc2ccccc21)c1ccccc1	-3%	-1	·	·
